Bioassay records deposited in PubChem by several laboratories.
Scp-1 inhibitor = inhibitors of human Scp-1 phosphatase; Q9GZU7; Recombinant Scp1, phosphopeptide, malachite green phosphate absorbance; inhibition, % at 20 µM; 340,000 tested, 0.88% active; AID 493091;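 active means inhibition above about 50% at 20 µM, limit read from the data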;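 further: plate controls were DMSO wells with enzyme for no effect and wells lacking enzyme for full effect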
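Test system – truncated SCP-1 phosphatase (76-261aa) · Reagent – Phosphorylated 17-residue peptide substrate · Incubation – 45 min room-temperature reaction, 5 min colour, 30 min stabiliser · Detection – colorimetric phosphate reagent with accelerator and stabiliser, absorbance at 630 nm · Measure – % inhibition at 20 µM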
SUMO1 PPI mod = SUMO1-SIM interaction modulation | SUMO1 binding to a labelled peptide, TR-FRET, 1 h | inhibition, % at 20 µM | 360,000 tested, 0.33% active; in the data active means inhibition above about 37%
Rpn11 block = Rpn11 (human) deubiquitinase inhibition. O00487. human 26S proteasome, Ub4-pepOG fluorescence polarization; 20S core pre-blocked with epoxomicin. calls only at 20 µM. 360,000 tested, 0.59% active;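 active means inhibition at 20 µM, scaled to each plate's controls, above about 33%, limit read from the data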
Target sequence (O00487 whole entry, looked up): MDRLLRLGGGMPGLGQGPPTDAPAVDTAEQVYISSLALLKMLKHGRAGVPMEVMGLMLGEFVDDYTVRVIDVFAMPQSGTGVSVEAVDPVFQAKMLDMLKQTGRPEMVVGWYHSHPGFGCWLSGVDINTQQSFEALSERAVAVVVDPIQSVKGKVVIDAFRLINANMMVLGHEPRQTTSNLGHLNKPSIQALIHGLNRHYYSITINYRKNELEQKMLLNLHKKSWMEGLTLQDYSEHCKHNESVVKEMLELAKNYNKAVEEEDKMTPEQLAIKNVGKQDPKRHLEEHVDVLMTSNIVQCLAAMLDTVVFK
NadD inh = blocks S. aureus nicotinate mononucleotide adenylyltransferase; 360,000 tested, 0.78% active; purified NadD enzyme, colorimetric absorbance read-out; AID 602399; inhibition, % at 20 µM; in the data active means inhibition above about 26%; further: some compounds past the cut are filed as inactive
STEP block = STEP (human) phosphatase inhibition; P54829; recombinant STEP, OMFP fluorogenic substrate, fluorescence; inhibition, % at 20 µM; 360,000 tested, 0.25% active; AID 588621;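 active means inhibition at 20 µM, scaled per plate between control wells, above about 37%, limit read from the data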;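 further: 0% = DMSO with enzyme and substrate and 100% = substrate only without enzyme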
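System: STEP phosphatase, cell-free reaction; Buffer or medium: Bis-Tris pH 6.0 buffer with DTT, detergent; Incubation: 20 min at room temperature, dark; Measured by: fluorescence, 480/540 nm.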
CSN inh = inhibitors of human CSN-mediated cullin deneddylation; Q92905; Purified CSN, SCF-Nedd8-OG deneddylation, fluorescence polarization; inhibition, % at 12.5 µM; 360,000 tested, 0.38% active;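 active means pattern-corrected inhibition above about 35%, with an unprinted fluorescence ratio check between 0.5 and 1.5, limit read from the data, passing the limit was not always enough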;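 further: 0% = enzyme with substrate and 100% = substrate without enzyme; some results filed as inactive read as strong as hits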
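Assay system: purified human Csn5 enzyme expressed in HEK293T cells; measure: % inhibition; also added: SCFSkp2-Nedd8OG substrate at 10 nM final; technique: fluorescence polarization; times: reaction 90 min, room temperature; medium: Tris buffer pH 7.5, NaCl, DTT, Tween-20, trehalose, ovalbumin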
LMPTP inh = LMPTP (human) inhibition; 360,000 tested, 0.22% active; inhibition, % at 20 µM; recombinant LMPTP-A, OMFP fluorogenic substrate, fluorescence intensity;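 active means compounds that cut the enzyme signal by at least half of the control window in the single-dose screen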;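 further: plate controls were DMSO wells with enzyme plus substrate for no effect and substrate without enzyme for full effect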
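Assay system: LMPTP-A, protein tyrosine phosphatase of low molecular weight / Medium: pH 6.0 Bis-Tris buffer with DTT and Triton X-100 / Schedule: 50 min enzyme reaction at room temperature, protected from light / Measured by: endpoint fluorescence intensity from OMFP dephosphorylation / Read-out basis: % inhibition relative to no-enzyme and uninhibited control wells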
DNMT1 block = inhibitors of human DNMT1. 360,000 tested, 0.83% active. inhibition (reported as % activation of signal), % at 10 µM. P26358. DNMT1 molecular beacon, Hinp1I cleavage, fluorescence. AID 588458; in the data active means inhibition above about 50%
Neddylation inh = inhibitors of human cullin neddylation; P61081+Q13564; TR-FRET cullin neddylation, biochemical; calls only at 25 µM; 360,000 tested, 0.58% active; in the data active means inhibition above about 36%
Target sequence (P61081 whole entry, looked up): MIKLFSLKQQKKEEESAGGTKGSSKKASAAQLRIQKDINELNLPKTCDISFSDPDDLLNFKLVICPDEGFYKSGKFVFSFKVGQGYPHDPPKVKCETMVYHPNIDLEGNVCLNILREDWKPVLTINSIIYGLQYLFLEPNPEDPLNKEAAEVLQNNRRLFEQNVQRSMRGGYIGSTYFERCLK
Target sequence (Q13564 whole entry, looked up): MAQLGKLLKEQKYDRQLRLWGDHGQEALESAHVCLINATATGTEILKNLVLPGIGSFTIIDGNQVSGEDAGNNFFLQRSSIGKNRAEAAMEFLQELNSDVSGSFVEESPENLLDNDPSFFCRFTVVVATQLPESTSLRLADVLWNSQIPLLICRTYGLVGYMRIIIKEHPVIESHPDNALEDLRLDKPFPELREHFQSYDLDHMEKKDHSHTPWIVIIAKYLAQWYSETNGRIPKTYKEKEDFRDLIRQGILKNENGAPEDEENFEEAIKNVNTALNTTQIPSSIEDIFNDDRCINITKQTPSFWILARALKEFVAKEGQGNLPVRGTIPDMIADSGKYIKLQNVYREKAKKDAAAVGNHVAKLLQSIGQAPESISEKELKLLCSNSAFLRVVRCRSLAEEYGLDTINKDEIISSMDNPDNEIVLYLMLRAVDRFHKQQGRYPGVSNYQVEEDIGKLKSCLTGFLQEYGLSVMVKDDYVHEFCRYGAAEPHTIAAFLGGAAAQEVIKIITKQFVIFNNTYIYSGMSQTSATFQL
Rin1 Abl inh = inhibitors of human Rin1-Abl protein interaction; TR-FRET Rin1/Abl binding, biochemical; inhibition, % at 7.35 µM; 360,000 tested, 0.4% active; AID 588664; in the data active means inhibition above about 5%, passing the limit was not always enough
Starred values were filed as active, the others as inactive; i = inactive; . = not tested or not shown; + = active, no number. Not a hit list, and some 3.8% of all compounds hit somewhere here.

SMILES	Scp-1 inhibitor	SUMO1 PPI mod	Rpn11 block	NadD inh	STEP block	CSN inh	LMPTP inh	DNMT1 block	Neddylation inh	Rin1 Abl inh
CC(=O)c1ccc2c(c1)N(CCCN1CCC(CCO)CC1)c1ccccc1S2	-9	-21	i	-7	-1	-1	-0.8	-1	i	-5
O=C(COC(=O)c1ccco1)c1ccccc1	-8	4	i	-3	0	-6	-0.3	1	i	4
CC(C)=C(NC(=O)c1ccccc1)C(=O)N/N=C/c1ccc(O)cc1	-10	-7	i	2	-1	2	-2.3	-25	i	2
CCOC(=O)C(=O)/C(C#N)=C/Nc1ccc(Cl)cc1	-1	-2	i	7	0	5	-0.1	-6	i	4
O=C(c1ccc([N+](=O)[O-])s1)N1CCN(c2ncccn2)CC1	.	-51	i	-8	-1	-1	-0.9	1	i	-5
CCOc1ccc(NC(=O)N2CCN(C(=O)c3ccco3)CC2)cc1	-2	14	i	-2	0	-5	0.3	0	i	1
CCCCC(=O)NCCc1cc2c(OC)ccc(OC)c2[nH]c1=O	-7	-1	i	7	-5	3	-1.9	-1	i	-4
NS(=O)(=O)c1ccc(CCNC(=O)c2ccc(NS(=O)(=O)c3ccc4[nH]c(=O)[nH]c4c3)cc2)cc1	1	2	i	-6	-1	-1	0.1	0	i	4
Cc1ccc(C(=O)NCCOc2ccc(Cl)cc2)cc1	-15	7	i	-6	3	3	2.1	2	i	0
C[C@H](CO)N1C[C@H](C)[C@@H](CN(C)C(=O)NC2CCCCC2)Oc2ccc(NC(=O)Cn3cnnn3)cc2C1=O	-9	-5	i	0	-2	-1	-1.2	4	i	-1
Cc1ccc(Nc2nc(N)nc(CSC(=S)N3CCN(c4ccccc4)CC3)n2)cc1	-5	2	i	4	3	-2	-0.8	-5	i	-2
COc1ccc2cc(S(=O)(=O)N3CCCC3)ccc2c1	-4	-1	i	-6	2	4	-1.2	2	i	2
NS(=O)(=O)c1cc2c(cc1Cl)NC(CC1CCCC1)NS2(=O)=O (stereo not given)	-8	1	i	-7	-3	-3	1.4	-3	i	0
COc1cc(NC(=S)Nc2ccccn2)cc(OC)c1	-7	-3	i	-2	1	-4	-0.5	-6	i	3
O=C(Cn1nc(Cl)nc1Cl)c1ccccc1	-10	-1	i	-8	-3	-1	-1.5	2	i	1
CCC(=O)N1CCCC1(C)C(=O)Nc1cccc(Oc2ccccc2)c1 (stereo not given)	.	2	i	6	-1	1	-0.1	5	i	1
COCCNc1nc(-c2cc3ccccc3o2)cs1	0	-15	i	-2	-8	-1	-0.4	-5	i	0
Cn1cc(S(=O)(=O)NC(c2ccccc2)c2ccccc2)c(=O)n(C)c1=O	-12	-4	i	-2	-2	-2	0.3	0	i	-1
CCOc1ccc(S(=O)(=O)N2CCN(c3ccc(C)cc3C)CC2)cc1	-5	12	i	-2	4	-1	3.5	-4	i	0
CN(C)c1ccc(N=Nc2ccccc2C(=O)OCC(=O)N2CCCCCC2)cc1	16	-71	i	11	4	2	11	-10	i	-11
COc1ccc(NC(=O)c2cc(-c3ccc(C)cc3O)n[nH]2)c(OC)c1	-12	-3	i	-3	0	-1	0.9	-4	i	2
Fc1ccccc1Cn1c2[n+](c3ccc(C(F)(F)F)cc31)CCCCC2	9	-4	i	0	2	-2	1.7	1	i	-3
CC(C)=CCc1c(O)ccc(C(=O)Cc2ccccc2)c1O	-17	-2	i	0	-3	-2	3.4	-3	i	-1
CC(NS(=O)(=O)c1cc2c3c(c1)CCC(=O)N3CCC2)c1ccccc1 (stereo not given)	-12	6	i	-1	2	-3	-1.2	1	i	-1
C[C@@H]1CN([C@@H](C)CO)C(=O)CCCn2nncc2CO[C@@H]1CN(C)C(=O)NC1CCCCC1	.	-3	i	1	-2	0	0.4	-1	i	-1

The list continues:
SMILES	Scp-1 inhibitor	SUMO1 PPI mod	Rpn11 block	NadD inh	STEP block	CSN inh	LMPTP inh	DNMT1 block	Neddylation inh	Rin1 Abl inh
O=C(Nc1ccon1)c1ccc(Br)s1	0	0	i	0	-2	1	-1.1	1	i	1
COc1ccc(CN(CC(O)COCc2ccccc2)S(=O)(=O)c2ccccc2Br)cc1 (stereo not given)	0	2	i	-7	-3	0	0.0	7	i	-1
Cc1ccc2c(c1)c1c3n2CCN(CCC(=O)O)C3CCC1 (stereo not given)	-2	3	i	-1	-2	2	-1.3	1	i	-1
Cn1c(SCc2cccc(Br)c2)nc2c1c(=O)[nH]c(=O)n2C	-1	-2	i	-4	0	3	0.8	5	i	0
O=c1c(-c2ccccc2)c(O)cc(-c2ccncc2)n1-c1ccc(Cl)cc1	1	1	i	6	0	-14	0.0	-1	i	0
Oc1ccccc1C1=Nc2ncnn2C(c2ccc(F)cc2)C1 (stereo not given)	11	-6	i	-2	4	1	-0.3	-3	i	-1
Cc1ccc(C(=O)NN2CCOCC2)cc1[N+](=O)[O-]	1	-5	i	2	-1	-1	-0.5	-1	i	0
COCCN(Cc1cc2c(C)cc(C)cc2nc1Cl)C(=O)c1ccccc1F	-6	1	i	-7	1	-3	0.4	4	i	4
CN1CCN(NC(=O)c2ccc(F)cc2)CC1	7	0	i	-6	-2	-2	-2.9	1	i	0
Cc1cc2cccc(C)c2nc1SCC(=O)NCC1CCCO1 (stereo not given)	-6	3	i	1	1	-1	0.8	-2	i	-2
CCCCC1Cc2[nH][nH]c(=O)c2C(c2ccc(Cl)cc2)O1 (stereo not given)	.	0	.	7	.	-3	-2.0	.	i	.
O=C(OCCCN=C1NS(=O)(=O)c2ccccc21)c1ccccc1F	-2	-3	i	2	-4	-2	0.6	1	i	1
Cc1ccc(S(=O)(=O)NCC2CCC(C(=O)NCc3ccccn3)CC2)cc1 (stereo not given)	-5	5	i	-4	-3	-5	-0.6	2	i	-4
CC(=O)N[C@@H](CC(=O)O)C(=O)O	-9	-3	i	1	-1	-1	-0.4	0	i	-2
CSc1ccc(CN(C)CC(=O)Nc2ccccc2C(=O)NC2CC2)cc1	6	3	i	-5	-2	-2	-0.5	-2	i	-1
CN(CCc1ccccn1)C(=O)CCC1CCCN(C(=O)CN2CCCCCC2)C1 (stereo not given)	-12	11	i	-3	2	5	7.1	-2	i	-3
CC1SC(c2cccc(Cl)c2)NC1=O (stereo not given)	-9	-1	i	-4	6	0	0.1	3	i	0
Cc1nnc(SCC(=O)c2ccc([N+](=O)[O-])cc2)s1	-10	-19	i	-6	-1	-1	0.3	-2	i	-1
COc1ccc(NS(=O)(=O)c2ccc(C(=O)NCC3(N4CCOCC4)CCCCC3)cc2)cc1	0	40*	i	-2	0	0	-0.3	-4	i	2
O=C(O)C1CN(c2ncccc2[N+](=O)[O-])C1	-1	-13	i	0	-3	-4	-0.1	1	i	0
O=C(N/C(=C/c1ccc(Cl)cc1)C(=O)N1CCCCC1)c1ccco1	2	-3	i	1	-2	2	0.5	3	i	0
O=C(NNC(=O)C1CCN(c2ncccn2)CC1)c1ccc(Cl)cc1	-6	1	i	-14	1	5	-0.7	4	i	1
COC(=O)C1(Cc2ccccc2)NC(c2ccccc2C)C2C(=O)N(c3ccc4c(c3)OCO4)C(=O)C21 (stereo not given)	-11	1	i	4	2	0	-0.4	-9	i	0
CCOC1OC(=O)C(Cl)=C1Nc1ccc(C)cc1 (stereo not given)	-1	-2	i	-1	0	-3	-0.8	0	i	-1
CCCc1nnc(NC(=O)c2ccc(N3C(=O)C4C5C=CC(C5)C4C3=O)cc2)s1 (stereo not given)	-1	3	i	-2	-2	5	-1.3	5	i	3

An excerpt from above in order of heavy-atom count, rising:
SMILES	Scp-1 inhibitor	SUMO1 PPI mod	Rpn11 block	NadD inh	STEP block	CSN inh	LMPTP inh	DNMT1 block	Neddylation inh	Rin1 Abl inh
O=C(Nc1ccon1)c1ccc(Br)s1	0	0	i	0	-2	1	-1.1	1	i	1
Cc1nnc(SCC(=O)c2ccc([N+](=O)[O-])cc2)s1	-10	-19	i	-6	-1	-1	0.3	-2	i	-1
CCCCC1Cc2[nH][nH]c(=O)c2C(c2ccc(Cl)cc2)O1 (stereo not given)	.	0	.	7	.	-3	-2.0	.	i	.
Cc1ccc2c(c1)c1c3n2CCN(CCC(=O)O)C3CCC1 (stereo not given)	-2	3	i	-1	-2	2	-1.3	1	i	-1

Of the compounds above, these contain bromine:
SMILES	Scp-1 inhibitor	SUMO1 PPI mod	Rpn11 block	NadD inh	STEP block	CSN inh	LMPTP inh	DNMT1 block	Neddylation inh	Rin1 Abl inh
O=C(Nc1ccon1)c1ccc(Br)s1	0	0	i	0	-2	1	-1.1	1	i	1
COc1ccc(CN(CC(O)COCc2ccccc2)S(=O)(=O)c2ccccc2Br)cc1 (stereo not given)	0	2	i	-7	-3	0	0.0	7	i	-1
Cn1c(SCc2cccc(Br)c2)nc2c1c(=O)[nH]c(=O)n2C	-1	-2	i	-4	0	3	0.8	5	i	0

Next section.
SMILES	Scp-1 inhibitor	SUMO1 PPI mod	Rpn11 block	NadD inh	STEP block	CSN inh	LMPTP inh	DNMT1 block	Neddylation inh	Rin1 Abl inh
Oc1cccc(NC(=S)Nc2ccccc2)c1	-8	3	i	-8	4	-3	0.1	0	i	5
CCN(CC)c1c([N+](=O)[O-])c(=O)n(CC)c2ccccc12	-7	-3	i	6	-1	-5	0.0	-2	i	-4
Cc1cccc2sc(NC(=O)CCNS(=O)(=O)c3cccc4nonc34)nc12	-5	-16	i	-8	0	-2	1.5	6	i	1
COc1ccc(NC(=O)N2CCCC2C(=O)NCc2cccs2)cc1 (stereo not given)	-10	0	i	-2	-1	4	1.1	-1	i	4
CC(=O)c1ccccc1NC(=O)COC(=O)C1CCCN1S(=O)(=O)c1ccccc1F (stereo not given)	-4	2	i	-1	-1	-9	-0.9	1	i	0
COc1cc2c(c(OC)c1OC)C(c1ccc(O)cc1)CC(=O)O2 (stereo not given)	4	4	i	1	-3	2	-1.2	2	i	-4
CCc1ccc(NC(=O)N(CCCN2CCOCC2)Cc2cccs2)cc1	-5	3	i	-5	0	-2	-2.8	-2	i	0
Cc1c(C(=O)Nc2cccc(Cl)c2)cn2c(nc3ccccc32)c1C#N	-5	-12	i	9	0	3	-0.2	-5	i	-2
COC(=O)[C@]1(Cc2ccccc2)N[C@H](CN(C)C(=O)c2ccc(F)cc2)[C@@H]2C(=O)N(C)C(=O)[C@@H]21	8	-4	i	-1	-3	-4	-0.7	6	i	-4
CCc1cccc(CC)c1NC(=S)NCCc1c(C)[nH]c2ccccc12	0	0	i	1	3	5	1.0	-9	i	0
COc1cc(C(=O)Nc2ccccc2N2CCCCC2)cc(OC)c1OC	-12	5	i	-5	3	-7	2.4	-4	i	2
Cc1cc(-c2csc(NC(=O)c3cccc(S(=O)(=O)N(C)C)c3)n2)c(C)n1-c1ccccc1	-12	1	+	49*	4	12	0.5	-24	i	0
CC(C)[C@@H](C(=O)NCC1CCC(C(=O)O)CC1)n1nnc2ccccc2c1=O (stereo not given in full)	-2	-4	i	-2	-4	5	-2.8	3	i	1
